Source: PubChem
Wnt act – activators of Wnt/beta-catenin signaling | hit rate 1.2% among 300,000 | activation, % at 9.35 µM | Wnt/beta-catenin reporter cell assay, activator, plate reader; in the data active = activation above about 30%, passing the limit was not always enough;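 also: 0% = neutral control wells and 100% = positive control wells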
MITF act – MITF TRPM1 promoter activation in melanoma cells; SK-MEL-5 TRPM1-promoter luciferase, 24 h; % of positive control, neutral wells = 0; activation, % at 12.5 µM; hit rate 0.75% among 300,000; AID 588334;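 active = mean activation of at least 80% with every replicate also reaching 80%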;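 also: 0% = neutral control wells and 100% = parthenolide positive control wells; values of inactives mirror those of a sister screen read the other way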
CDK5 p35 inh – blocks human CDK5/p35 kinase activity; Recombinant CDK5/p35, ADP-Glo luminescence, 60 min; AID 488839; inhibition, % at 10 µM; Q00535+Q15078; hit rate 0.01% among 330,000;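 active = highest replicate inhibition of at least 50% and at least 75% of replicates reaching 50%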;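 also: plate controls were DMSO neutral control for no effect and GW8510 at 10 µM for full effect; many of its hits are not listed in these tables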
Rtt109 HAT inh – C. albicans Rtt109 histone acetyltransferase inhibition; purified Rtt109/Vps75, ThioGlo CoA-SH fluorescence, 4 h; inhibition, % at 34.9 µM; hit rate 0.16% among 330,000; AID 540336;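 active = inhibition of at least 50% in every replicate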
SR-BI uptake up – enhances SR-BI lipid uptake from DiI-HDL. CHO ldlA[mSR-BI] cells, DiI-HDL uptake fluorescence, 3 h; 100 = double the neutral-control signal. activation, % at 12.5 µM. hit rate 0.096% among 320,000;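 active = mean replicate activation of at least 60% and every replicate at or above 60%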;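 also: 0% = median plate neutral-control signal and 100% = twice that signal; values of inactives mirror those of a sister screen read the other way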
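System: LDL receptor-deficient CHO ldlA cells overexpressing murine SR-BI | Timing: 3 h uptake period with compound, 37 °C | Medium: HEPES-buffered (25 mM, pH 7.4) F12 plus 0.5% BSA | Dosing: Single-point compound dose | Signal: Bottom-read fluorescence, 550/595 nm | Read-out: Retained DiI signal reflecting DiI-HDL uptake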
PvdQ inh – blocks Pseudomonas aeruginosa PvdQ acylase activity | hit rate 0.063% among 340,000 | inhibition, % at 10 µM | purified PvdQ acylase, fluorescence plate reader | AID 488965; in the data active = inhibition above about 30%, passing the limit was not always enough;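 also: 0% = vehicle neutral wells and 100% = reference inhibitor wells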
SR-BI HDL uptake – blocks mouse SR-BI lipid uptake from DiI-HDL; Q61009; ldlA[mSR-BI] CHO cells, DiI-HDL uptake fluorescence, 3 h; inhibition, % at 12.5 µM; hit rate 0.96% among 320,000;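 active = mean replicate inhibition of at least 70% and a set share of replicates each scoring 70 or more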;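 also: 0% = median of neutral control wells and 100% = median of positive control wells; values of inactives mirror those of a sister screen read the other way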
Target sequence (Q61009 whole entry, looked up): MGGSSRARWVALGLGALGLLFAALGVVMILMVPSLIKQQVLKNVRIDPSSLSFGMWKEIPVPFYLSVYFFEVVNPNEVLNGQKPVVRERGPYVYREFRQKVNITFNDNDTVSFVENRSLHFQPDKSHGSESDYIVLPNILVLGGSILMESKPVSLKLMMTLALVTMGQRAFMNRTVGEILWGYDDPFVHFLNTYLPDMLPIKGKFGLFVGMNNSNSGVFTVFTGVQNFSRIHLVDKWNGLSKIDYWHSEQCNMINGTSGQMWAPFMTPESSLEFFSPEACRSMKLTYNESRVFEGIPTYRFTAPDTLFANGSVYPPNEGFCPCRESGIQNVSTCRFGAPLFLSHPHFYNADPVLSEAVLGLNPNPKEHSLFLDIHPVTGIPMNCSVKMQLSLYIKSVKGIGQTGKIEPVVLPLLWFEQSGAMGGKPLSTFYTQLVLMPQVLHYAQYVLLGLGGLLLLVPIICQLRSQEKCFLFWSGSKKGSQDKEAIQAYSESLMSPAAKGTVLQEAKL
HTR5A ag – activates human HTR5A in OPRM1-OPRD1 agonist counter-screen. activation, % at 9.3 µM. HTR5A agonist assay, luminescence, cell-based. P47898. hit rate 0.61% among 340,000; in the data active = activation mostly above about 9.5%, no sharp cut-off; inactive = mostly below about 7.6%;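 also: 0% = cells with vehicle only and 100% = reference agonist; strong numbers were not always called active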
RTF Ca sens act – increases calcium sensitivity of human cardiac regulated thin filaments; AID 493008; activation, % at 7.2 µM; IANBD-labeled TnC RTF fluorescence at EC20 calcium; 0% EC20 calcium, 100% full calcium; hit rate 0.24% among 340,000;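 active = activation above the mean over all tested compounds plus 3 SD, cut at about 30% in these data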;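 also: rise in fluorescence read as greater calcium sensitivity of cardiac thin filaments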
dFosB act – mouse delta FosB homodimer activation. P13346. purified delta FosB, TAMRA-CDK5 oligo fluorescence polarization; percent of positive-control signal above neutral wells. activation, % at 25 µM. hit rate 0.99% among 340,000. AID 493131;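 active = mean activation above about 17%, with every replicate also reaching it, limit read from the data, passing the limit was not always enough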;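 also: fluorescence polarization rise as delta FosB binds a TAMRA Cdk5 AP-1 oligo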
Target sequence (P13346 whole entry, looked up): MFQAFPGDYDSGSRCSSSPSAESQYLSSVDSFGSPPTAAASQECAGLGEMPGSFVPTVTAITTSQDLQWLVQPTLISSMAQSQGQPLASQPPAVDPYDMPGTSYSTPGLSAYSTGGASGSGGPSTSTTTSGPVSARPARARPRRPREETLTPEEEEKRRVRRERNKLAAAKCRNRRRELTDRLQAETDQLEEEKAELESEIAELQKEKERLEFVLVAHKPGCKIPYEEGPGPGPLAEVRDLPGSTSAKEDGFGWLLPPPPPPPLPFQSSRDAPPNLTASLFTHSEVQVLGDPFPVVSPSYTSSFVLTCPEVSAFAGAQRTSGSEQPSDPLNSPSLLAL
An asterisk follows results filed as active; . = not tested or not shown. No enrichment for hits; any-hit rate near 4.4%.

SMILES | Wnt act | MITF act | CDK5 p35 inh | Rtt109 HAT inh | SR-BI uptake up | PvdQ inh | SR-BI HDL uptake | HTR5A ag | RTF Ca sens act | dFosB act
Cc1cc(NC(=O)CCC(=O)N(Cc2ccco2)C2(C(=O)NC3CCCC3)CCCCC2C)no1 (stereo unspecified) | -4 | -12 | 2.3 | 5 | 11 | -17 | -11 | 1 | 8 | -9
Cc1ccc(-n2nc3c(c2NC(=O)c2ccc4c(c2)OCO4)CS(=O)C3)cc1 (stereo unspecified) | . | -1 | 0.3 | -1 | -2 | -5 | 2 | -4 | -1 | -6
COc1ccccc1NC(=O)N1CCN(CCc2ccccc2)CC1 | 0 | -9 | 0.0 | 6 | 28 | 6 | -28 | -5 | -3 | 0
COc1ccccc1NC(=O)Cn1cc(C#N)c2ccccc21 | . | -19 | -1.0 | 1 | -30 | -14 | 30 | 1 | -5 | 11
CCCCCCc1c(O)nc(SCCN2CCOCC2)[nH]c1=O | -2 | -3 | 0.4 | 8 | 5 | 14 | -5 | -12 | -8 | 2
O=C(N/C(=C\c1ccc(Br)cc1)C(=O)N1CCOCC1)c1ccco1 | 1 | -9 | -0.9 | -6 | 15 | -1 | -15 | -4 | -6 | 2
CCN(CC)C(=O)/C(=C/c1cccc([N+](=O)[O-])c1)NC(=O)c1ccco1 | 0 | -12 | 1.3 | 3 | 5 | -2 | -5 | 4 | -1 | 6
O=C(NCC1CCCO1)C(c1cccs1)N(C(=O)c1ccc(-c2ccccc2)[nH]1)C1CCCC1 (stereo unspecified) | -7 | 1 | -1.1 | 23 | 0 | -6 | 0 | 3 | -6 | 8
CN=C(C)/C(C(=O)OC)=C(/O)c1c(F)cccc1F | 2 | -4 | -1.3 | -3 | 8 | -7 | -8 | -7 | -4 | -5
COc1ccc(/C(C#N)=C/c2c(-c3ccc(Cl)cc3)nc3c(C)cccn23)cc1 | . | -14 | -1.7 | 11 | -25 | -14 | 25 | 7 | 0 | -13
Cc1nccn1-c1ccc(C(F)(F)F)cc1NC=O | . | 15 | 0.4 | 9 | 7 | -15 | -7 | 0 | 5 | 0
O=C(O)Cn1c(-c2ccccc2)cc2ccccc21 | -1 | -4 | 0.1 | -2 | -11 | -19 | 11 | 2 | -3 | -3
CCCN1C(=O)C2(SC(NC(C)=O)=NN2C(C)=O)c2cc(C)ccc21 (stereo unspecified) | 8 | -2 | -1.4 | 3 | -1 | -6 | 1 | -1 | -1 | 0
O=C(Cc1cccc([N+](=O)[O-])c1)Nc1cccc(C(=O)N2CCCC2)c1 | -4 | . | -0.8 | -2 | -7 | 4 | 7 | 9 | 0 | 4
CCOC(=O)c1oc2ccc(S(=O)(=O)n3nc(-c4cc(OC)c(OC)c(OC)c4)cc3N)cc2c1C | 0 | -15 | 0.1 | -5 | -23 | -16 | 23 | 2 | 2 | 7
CCCOc1ccc(NC(=O)C2CC(=O)N/C(=N/N=C(\C)CCc3ccc4c(c3)OCO4)S2)cc1 (stereo unspecified) | . | 1 | 2.2 | -2 | -18 | -6 | 18 | 5 | 5 | -13
COc1ccc(OC)c(-n2nnnc2SCC(=O)Nc2ccc3c(c2)OCCO3)c1 | . | -4 | -0.5 | 1 | -44 | -3 | 44 | -1 | -1 | 5
O=C(CNC(=O)c1ccccc1)OCC(=O)c1c[nH]c2ccccc12 | 2 | -17 | 0.1 | 0 | 14 | -15 | -14 | 1 | -11 | -5
COc1ccc(C(=O)Nc2cc3c(oc2=O)CCCC3=O)cc1 | 0 | 63 | 1.6 | -5 | 13 | 3 | -13 | -1 | -4 | 2
CC(C)OC(=O)c1ccc(S(N)(=O)=O)o1 | . | 24 | 0.7 | -2 | 24 | 12 | -24 | 2 | 2 | -1
C/C(=N\NC(=O)C1=NNC(=O)C1C)c1cccs1 (stereo unspecified) | 4 | 24 | 0.2 | 3 | 10 | -10 | -10 | . | . | 6
CCCCC(O)(CCCC)C(=O)NN(C(=O)c1cccnc1Cl)c1ccccc1 | 0 | 1 | 0.1 | 6 | 12 | -18 | -12 | 9 | 5 | -5
CCOC(=O)c1[nH]ncc1CN1CCCC(C(=O)c2ccc(SC)cc2)C1 (stereo unspecified) | 0 | 1 | -0.4 | 8 | 16 | 30 | -16 | 0 | 1 | -4
Cc1ccc(N=Cc2cc3c(cc2O)OC(N)=C(C#N)C3c2ccccc2)cc1 (stereo unspecified) | -4 | -41 | 0.4 | -11 | 3 | -6 | -3 | 0 | 8 | 12
O=[N+]([O-])c1ccc(O)c(/C=N/n2cnnc2)c1 | . | 5 | 1.3 | 12 | 2 | 2 | -2 | 0 | -8 | 9
Going on with the list:
SMILES | Wnt act | MITF act | CDK5 p35 inh | Rtt109 HAT inh | SR-BI uptake up | PvdQ inh | SR-BI HDL uptake | HTR5A ag | RTF Ca sens act | dFosB act
CC(=O)Nc1ccc(NC(=O)CNS(=O)(=O)c2ccc(C)cc2)cc1 | . | 6 | -0.9 | 6 | 38 | -13 | -38 | 10 | -3 | 2
COC(=O)c1ccc(OCCN2CCCCCC2)cc1 | 0 | 14 | 0.3 | -3 | 15 | -11 | -15 | 2 | 0 | -5
CCOC(=O)C(Cc1ccc(O)cc1)NC(=O)CNC(=O)C1CCCN1C(=O)OC(C)(C)C (stereo unspecified) | 1 | -3 | -2.0 | -4 | 19 | -12 | -19 | . | . | -7
COC(=O)COc1ccc(Oc2cc(C)nc(SC)n2)nn1 | 0 | -8 | 0.4 | 1 | -13 | -8 | 13 | -2 | -2 | -2
COc1cccc(-n2c(=S)[nH]c3c(oc4ccccc43)c2=O)c1 | 12 | -18 | 0.3 | 3 | . | -5 | . | -1 | -4 | -6
CCOC(=O)N1CCN(C(=O)c2ccc3c(c2)sc2nc(-c4ccccc4)cn23)CC1 | . | 44 | 2.7 | 10 | -56 | -14 | 56 | 7 | 3 | -15
COCCCNCCOCCOc1ccccc1-c1ccccc1 | -11 | -4 | -0.7 | 1 | 18 | -6 | -18 | -2 | -2 | 2
O=C(CCCn1c(=S)[nH]c2ccccc2c1=O)N1CCN(c2cccc(Cl)c2)CC1 | . | . | 0.2 | -1 | -52 | -7 | 52 | 0 | -4 | -6
Cc1ccc(-n2nc(C(=O)O)cc2-c2ccccc2Cl)cc1 | 4 | 1 | 1.0 | -4 | -7 | -8 | 7 | 7 | 3 | 3
COc1ccc(NC(=O)c2oc3ccccc3c2NC(=O)c2ccc3c(c2)OCO3)cc1 | . | 60 | 2.1 | -8 | -43 | -4 | 43 | -3 | -7 | 9
COc1ccccc1CCNC(=O)C(=O)NCCC1CCCCN1S(=O)(=O)c1ccccc1 (stereo unspecified) | 1 | 0 | -0.2 | 7 | -17 | -11 | 17 | 8 | -5 | -10
CCN(CC)c1ccc(N=Cc2ccc([N+](=O)[O-])o2)cc1 | 1 | -5 | 2.0 | -7 | -10 | 2 | 10 | 1 | 2 | -12
O=C1[C@@H]2Cc3c([nH]c4ccccc34)C(c3ccc([N+](=O)[O-])cc3)N2C(=O)CN1C1CC1 (stereo partly specified) | -1 | -35 | -0.5 | 6 | -40 | -2 | 40 | -3 | -4 | -16
O=C(NC(=S)Nc1cc(C(F)(F)F)ccc1N1CCOCC1)c1sc2ccccc2c1Cl | -8 | -7 | 1.8 | -1 | -59 | 0 | 59 | 6 | -2 | -14
CCN1CCN(CC(=O)Nc2ccc3c(c2)OCO3)C(=O)C1=O | -1 | 1 | -7.6 | -9 | 4 | -25 | -4 | 1 | 8 | 8
O=[N+]([O-])c1ccccc1/C=N/Nc1nnc(-c2ccccc2)c(-c2ccccc2)n1 | . | -25 | -2.0 | 1 | -29 | -4 | 29 | 1 | 0 | 2
CC(C)C(=O)NCCSc1c[nH]c2ccccc12 | 8 | 3 | 2.3 | -1 | 17 | -12 | -17 | 5 | 3 | -7
O=C(NCCO)C(=O)Nc1cc2c3c(c1)CCC(=O)N3CCC2 | 1 | -6 | 1.5 | -1 | . | -14 | 2 | -3 | -2 | 4
COC(=O)c1ccc(NC(=O)CSc2nncc3ccc(OC)c(OC)c23)cc1 | 2 | 2 | 0.1 | -3 | 33 | -4 | -33 | 1 | -1 | -7
CCNc1nc(N)nc(-c2cc(Cl)ccc2OC)n1 | 1 | -3 | 2.9 | 1 | 24 | 10 | -24 | -7 | -4 | 3
O=C1c2cccc3cc([N+](=O)[O-])cc(c23)C(=O)N1CC1CCCO1 (stereo unspecified) | -4 | -12 | 0.1 | -4 | 3 | -14 | -3 | 6 | 2 | 5
COC(=O)c1ccc(Cn2cc(/C=C\[N+](=O)[O-])c3ccccc32)o1 | 7 | . | 0.1 | -5 | -8 | 1 | 8 | 2 | -6 | -5
COc1ccc(CNS(=O)(=O)c2c(C(=O)N3CCCCCC3)c(C)n(C)c2C)cc1 | 0 | 10 | 0.3 | -5 | -4 | -9 | 4 | -1 | 5 | -8

Reformatted tab-delimited: 9 of the compounds above
canonical_smiles	Wnt act	MITF act	CDK5 p35 inh	Rtt109 HAT inh	SR-BI uptake up	PvdQ inh	SR-BI HDL uptake	HTR5A ag	RTF Ca sens act	dFosB act
CC(=O)Nc1ccc(NC(=O)CNS(=O)(=O)c2ccc(C)cc2)cc1	.	6	-0.9	6	38	-13	-38	10	-3	2
COC(=O)c1ccc(OCCN2CCCCCC2)cc1	0	14	0.3	-3	15	-11	-15	2	0	-5
CCOC(=O)C(Cc1ccc(O)cc1)NC(=O)CNC(=O)C1CCCN1C(=O)OC(C)(C)C (stereo unspecified)	1	-3	-2.0	-4	19	-12	-19	.	.	-7
COC(=O)COc1ccc(Oc2cc(C)nc(SC)n2)nn1	0	-8	0.4	1	-13	-8	13	-2	-2	-2
COc1cccc(-n2c(=S)[nH]c3c(oc4ccccc43)c2=O)c1	12	-18	0.3	3	.	-5	.	-1	-4	-6
CCOC(=O)N1CCN(C(=O)c2ccc3c(c2)sc2nc(-c4ccccc4)cn23)CC1	.	44	2.7	10	-56	-14	56	7	3	-15
COCCCNCCOCCOc1ccccc1-c1ccccc1	-11	-4	-0.7	1	18	-6	-18	-2	-2	2
O=C(CCCn1c(=S)[nH]c2ccccc2c1=O)N1CCN(c2cccc(Cl)c2)CC1	.	.	0.2	-1	-52	-7	52	0	-4	-6
Cc1ccc(-n2nc(C(=O)O)cc2-c2ccccc2Cl)cc1	4	1	1.0	-4	-7	-8	7	7	3	3
